# Screening data deposited in PubChem BioAssay by Broad Institute.
# miR122 inh – miR-122 Renilla sensor signal increase in Huh7, primary screen, miR-122 inhibitor project, cell-based, single point, plate reader | 0.3% of 340,000 active | activation (reporter increase), % at 12.5 µM | Huh7 miR-122 Renilla luciferase sensor, 48 h; neutral wells = 0, positive control = 100;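 active means mean replicate activation score at least 90 and every replicate individually at or above 90; inconclusive means only one of the two criteria met; inactive means neither criterion met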;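 further: higher luciferase means less miR-122 activity so hits act as miR-122 inhibitors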
# DENV2 CPE rescue – inhibitors of DENV2 cytopathic effect, primary screen, cell-based, plate reader, single concentration; DENV2-infected cells, cytopathic effect rescue; CPE inhibition, % at 9.99 µM; 1.7% of 350,000 active; AID 651640, 2012; in the data active means CPE inhibition above about 20%, passing the limit was not always enough; inconclusive means no clear call, values can overlap the other calls; tested in BHK-21 cells;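 further: 0% = median of neutral control wells and 100% = median of positive control wells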
# PAX8 reporter – inhibitors of PAX8-driven TPO luciferase reporter, primary screen, RMG-I cells, single concentration. SteadyGlo, 24 h. inhibition, % at 12.6 µM. 1.2% of 360,000 active;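 active means mean replicate inhibition at least 60% with every replicate also reaching 60%; inconclusive means only one of the two criteria is met; inactive means mean below 60% and not all replicates reaching 60%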;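 further: luciferase light reporting Pax8 driven TPO promoter activity; plate controls were median of neutral control wells for no effect and mitoxantrone controls for full effect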
# FN deposition inh – inhibitors of fibronectin matrix deposition, primary screen, AH1F cells, Alexa488-fibronectin fluorescence, plate reader; AH1F fibroblasts, overnight; inhibition, % at 12.6 µM; 0.086% of 350,000 active; AID 743247, 2014;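 active means mean inhibition across replicates of 30% or more, regardless of how many single replicates reach that level; inconclusive means mean under 30% yet at least half of replicates reach 30%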;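 further: positive control wells lacked labelled fibronectin entirely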
#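 Material: AH1F fibroblast monolayer depositing Alexa488-labelled fibronectin into matrix / Amount: 10000 AH1F cells per well / Signal: fluorescence 485/525 nm / Medium: DMEM, 2% serum / Compound: single dose, pinned / Incubation: 1 h cell adhesion before compound, then overnight fibronectin incubation / Reagent: Alexa488-FN, 24 nM final / Read-out: inhibition of fibronectin deposition signal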
# F508del corr – F508del CFTR correction, initial screen, CFBE line, single point; activity (quench increase), % at 7.58 µM; 0.36% of 350,000 active; CFBE cells, YFP halide quenching; stimulated with forskolin plus potentiator P3; % fluorescence drop versus neutral controls;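 active means mean added fluorescence quench of at least 8% versus neutral control, with both replicates also reaching 8%; inconclusive means only one of the mean or replicate conditions met; inactive means mean below 8% and not both replicates reaching 8%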;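 further: cells transiently co-express mutant CFTR-F508del with the halide-sensitive YFP; corrector assay measuring rescue of mutant channel to the surface after 24 h compound exposure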
# EWS-Fli inh – EWS/Fli-driven NR0B1 reporter inhibitors, primary screen, A673 cells, NR0B1 luciferase, luminescence, MLPCN library. inhibition, % at 12.6 µM. 0.67% of 350,000 active. viability-normalised;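 active means mean inhibition of at least 50% after viability correction, with every replicate also passing that limit; inconclusive means mean reaches 50% but only one of two replicates passes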;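 further: firefly luciferase signal divided by Alamar Blue viability fluorescence both relative to DMSO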
# GSIS activator – GLuc luminescence reporter in INS-1E cells, primary screen for activators of glucose-dependent secretion of insulin. INS-1E GLuc reporter insulin secretion, 2-3 h. activation, % at 16.6 µM. 0.61% of 370,000 active. AID 743287, 2014;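 active means lowest replicate activation of at least 40%, so every replicate reaches that level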;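 further: 0% = median of neutral control wells and 100% = median of IBMX positive control wells; some compounds called inactive have numbers as strong as hits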
# An asterisk follows results filed as active; ? = inconclusive; nt = no result given; [ ] = another dose, or the depositor's remark.
SMILES,miR122 inh,DENV2 CPE rescue,PAX8 reporter,FN deposition inh,F508del corr,EWS-Fli inh,GSIS activator
Cc1cc(NN)nc(NS(=O)(=O)c2ccccc2Cl)n1,nt,11,-17,0,-1.8,-2,-1
O=C(OCc1nnc(-c2ccc(Cl)cc2)o1)c1ccncc1,13,nt,0,2,nt,nt,nt
C[C@@H]1CN([C@H](C)CO)C(=O)Cc2cc(NC(=O)c3ccncc3)ccc2O[C@@H]1CN(C)Cc1ccccc1,3[16.7 µM],-2,-13,nt,1.6,-3,7
Cc1nnc(SC(C(=O)c2ccccc2)c2ccccc2)[nH]c1=O (stereo not drawn),nt,-6,4,-10,0.1,2,-2
N=C1C(c2ccccc2)=C(O)CN1CCCO,3,4,-4,-19,nt,6,-6
CCCN(CCC)CCCNC(=O)c1cn(CC)c2ccc(S(=O)(=O)N(C)C3CCCCC3)cc2c1=O,7,5,-4,10,-1.3,11,-13
CNC[C@H]1OCCCC[C@@H](C)Oc2ccc(NS(=O)(=O)c3cn(C)cn3)cc2C(=O)N([C@@H](C)CO)C[C@H]1C,25[16.7 µM],64*,-9,nt,-0.4,-10,20
C[C@@H]1CN([C@@H](C)CO)C(=O)c2cc(NC(=O)CCCN(C)C)ccc2O[C@H]1CN(C)Cc1ccncc1,0[16.7 µM],nt,8,1,-1.0,-4,-4
CC(NS(=O)(=O)c1cc2c3c(c1)CCN3C(=O)CC2)c1ccccc1 (stereo not drawn),6,?,-3,-10,-2.2,-3,-9
COc1ccc(NC(=O)N2CCCCN3[C@H](C2)[C@@H](c2ccc(-c4ccccc4F)cc2)[C@@H]3CO)cc1,-15[16.7 µM],-25,40,11,-5.8,10,-16
O=C(O)C1(P(=O)(c2ccccc2)c2ccccc2)CCCC1,6,16,-10,-9,-1.8,3,nt
COc1ccc(NC(=O)Nc2ccc3c(c2)C(=O)N([C@H](C)CO)C[C@H](C)[C@H](CN(C)Cc2ccc(C(=O)Nc4ccccc4N)cc2)O3)cc1,nt,-14,20,0,-1.3,-2,-4
Cn1c(CO)c(-c2ccccc2)c2cc([N+](=O)[O-])ccc21,1,nt,-3,1,nt,nt,nt
CCOC(=O)c1cc2c(nc1NC(=S)Nc1ccccc1)CC(C)(C)OC2,nt,-7,3,-13,1.9,-5,5
C[C@@H]1CN([C@@H](C)CO)C(=O)c2cc(N(C)C)ccc2O[C@@H](C)CCCCO[C@H]1CN(C)C,2[16.7 µM],nt,-4,nt,-1.6,-7,3
Cc1cc(=O)oc(C)c1C(=O)N[C@@H](Cc1ccccc1)C(=O)O,-1,-3,6,3,-0.7,3,19
CC1CCCCC1NC(=O)/C(C#N)=C/c1ccc(OCC(N)=O)cc1 (stereo not drawn),-5,nt,-4,1,-0.8,-1,1
Cc1nnsc1S(=O)(=O)c1ccccc1,-2,9,18,7,0.6,-11,3
CC(C)CC1C(C#N)=C(N)Oc2n[nH]c(-c3cccs3)c21 (stereo not drawn),-4,nt,-6,7,nt,nt,nt
O=C(COC(=O)c1cn(-c2ccccc2)nc1-c1cccnc1)NC1CC1,nt,-7,-2,nt,1.5,-12,-9
O=C(Nc1ccccc1N1CCOCC1)c1cc(Br)c(Br)s1,nt,-1,4,nt,0.7,11,-18
CCC(C(=O)NC1CCCCC1)n1c(SCc2ccc(F)cc2)nc2ccncc21 (stereo not drawn),2,-1,-5,1,-1.5,-1,-49
Cc1cccc(C)c1NC(=O)C1(C)CSCC(=O)N1CC(F)(F)F (stereo not drawn),nt,3,6,7,-1.4,0,24
CCC(=O)Nc1ccc2c(c1)OC[C@@H](C)N(CC1CC1)C[C@@H](C)[C@H](OC)CN(C)C2=O,nt,8,12,5,0.0,-4,2
CN(C)CCN(C(=O)c1ccc2c(c1)OCCO2)c1nc2cc3c(cc2s1)OCO3,-3,-4,-37,nt,0.5,-27,-4
# Next part.
SMILES,miR122 inh,DENV2 CPE rescue,PAX8 reporter,FN deposition inh,F508del corr,EWS-Fli inh,GSIS activator
CCCCC1CCC(C(=O)N(CCCC)c2c(N)n(CCCC)c(=O)[nH]c2=O)CC1 (stereo not drawn),-6,18,-1,-2,2.8,5,12
O=C(/C=C/c1cccs1)NCc1ccccc1,nt,nt,-35,7,1.6,-34,-5
Cc1ccc2c(c1)C(c1ccccc1)N(C(=O)c1cc3ccccc3oc1=O)CC(=O)N2 (stereo not drawn),40,-6,23,1,-2.6,-2,-6
CCc1nc(Nc2ccccc2)c2nnn(Cc3ccccc3)c2n1,8,11,-26,6,2.5,10,1
CC(NC(=O)Cn1cc2c(n1)CCCCC2)c1ccccc1 (stereo not drawn),7,3,6,-24,-0.3,-12,3
COc1cc(/C=N/NC(=O)c2cccc3ccccc23)cc(OC)c1O,4,?,7,-3,1.5,-5,1
CN(C)C(=O)[C@@H]1[C@@H](CO)[C@@H]2Cn3c(ccc(-c4ccc(F)cc4)c3=O)[C@@H]2N1C(=O)c1ccccn1,14[16.7 µM],13,-11,nt,2.9,0,10
O=C1C2CCCN2C(c2cccs2)N1c1ccc(F)cc1 (stereo not drawn),-1,4,14,nt,nt,8,-11
COc1ccc(NC(=O)Nc2ccc3c(c2)CC(=O)N([C@@H](C)CO)C[C@H](C)[C@H](CN(C)S(C)(=O)=O)O3)cc1,9[16.7 µM],-1,-15,nt,0.8,2,21
Nc1ccc(S(=O)(=O)NC(Cc2ccccc2)C(=O)O)cc1 (stereo not drawn),-5,1,-19,-6,-7.5,1,7
C=CCN1C(=O)NC2(O)C(=O)c3ccccc3C12O (stereo not drawn),-14,nt,-2,0,nt,nt,9
Cc1c(CC(=O)O)c(=O)oc2c(C)c(OCc3c(F)cccc3Cl)ccc12,-13,-4,1,-8,-0.1,5,-4
CCOC(=O)N1CCN(C(=S)NC(=O)c2ccc(Br)cc2)CC1,nt,-5,7,4,0.8,16,2
CCn1c(SC(C)C(=O)NC2CCCC2)nc2cc(S(N)(=O)=O)ccc21 (stereo not drawn),-8,?,-13,-1,0.4,5,9
COc1cccc(/C=C/C(=O)NCCc2ccc(OC)c(OC)c2)c1,nt,99*,30,7,0.8,-14,nt
CS(=O)(=O)Cc1cc(N2CCCC2)nc(-c2ccccc2)n1,-4,2,12,10,-1.8,-11,-2
O=C(c1cccnc1)N1CC2(C1)[C@H](c1ccccc1)[C@@H](CO)N2CC1CC1,nt,10,-28,nt,-3.1,-4,-5
CC(=O)Nc1cc(-c2ccc(F)cc2)cn2c(-c3ccc(F)cc3)cnc12,-1,-4,6,-2,0.3,0,0
COc1ccc(CN2CCCC(C(=O)N3CCCCC3)C2)cc1OC (stereo not drawn),-1,4,7,3,-0.2,6,8
COc1cccc(N2CCN(c3ccc(N4C(=O)CCC4=O)cc3[N+](=O)[O-])CC2)c1,18,3,3,5,0.3,12,-28
COc1ccc(S(=O)(=O)N2CCOCC2)cc1NC(=O)c1cccc(Cl)c1,9,4,21,-2,3.5,11,8
CC1(C)Oc2ccc(C(=O)N3CCc4ccccc43)cc2N(CC(=O)N2CCCC2)C1=O,8,nt,-2,4,nt,nt,nt
Nc1[nH]c(C(=O)c2ccccc2)c(-c2ccc(Br)cc2)c1C(=O)c1ccccc1,nt,-15,-24,4,1.2,12,-4
O=C(Nc1ccc(Cl)c([N+](=O)[O-])c1)C(NCCCO)c1ccccc1 (stereo not drawn),226*,nt,-15,2,nt,nt,-6
CCOC(=O)c1[nH]c2ccc(OC)cc2c1NC(=S)N1CCN(c2ccccc2OC)CC1,nt,nt,4,6,nt,nt,-2
# Other entries follow.
SMILES,miR122 inh,DENV2 CPE rescue,PAX8 reporter,FN deposition inh,F508del corr,EWS-Fli inh,GSIS activator
Cc1ccc(SCCNS(C)(=O)=O)cc1,3,nt,1,0,nt,nt,nt
O=C([C@@H]1CC=C[C@@H]2CCN(C3CCCCC3)C(=O)[C@@H]21)N1CCN(c2ccccc2)CC1,2,?,-9,-12,2.4,-8,-28
COc1ccc2cc3cc(C(=O)NCCCN4CCc5ccccc5C4)sc3nc2c1,nt,-2,-121,5,0.7,-100,nt
CCNC(=O)C[C@H]1CC[C@H]2[C@@H](COC[C@@H](O)CN2C(=O)Nc2ccc(Cl)c(Cl)c2)O1,9[16.7 µM],-3,-7,-3,-3.0,-15,-16
CCC(C)(C)NC(=O)c1cccc(NC(=O)C(C)C)c1,-9,1,-1,-7,-0.2,-3,2
C[C@H](CO)N1C[C@H](C)[C@H](CN(C)S(C)(=O)=O)Oc2ncc(C3=CCCCC3)cc2C1=O,3[16.7 µM],nt,nt,nt,-2.7,-7,2
Cc1cccc(N(CC(=O)NCCSCc2ccco2)S(=O)(=O)c2ccccc2)c1,-1,nt,15,-10,nt,nt,nt
CN(C(=O)Cn1cnc2ccccc2c1=O)C1CCS(=O)(=O)C1 (stereo not drawn),nt,2,5,-6,2.6,-3,5
COCCN(CCOC)c1nc(-c2ccccc2)nc2ccccc12,4,6,-1,10,nt,12,nt
C/C(=N\Nc1ccccn1)c1ccc(C(C)C)cc1,-3,-4,-121,-2,0.5,-69,1
COCCn1cnc2c1c(=O)n(Cc1c(F)cccc1Cl)c(=O)n2Cc1ccccc1,-4,2,2,-2,-2.6,1,12
CCOC(=O)N/N=C\c1ccc(C)s1,nt,-5,-66,-22,nt,-23,14
C[C@H](CO)N1C[C@H](C)[C@H](CN(C)S(C)(=O)=O)Oc2ccc(NC(=O)CCCCCC(=O)Nc3ccccc3N)cc2CC1=O,0[16.7 µM],9,-14,nt,-4.4,-3,6
CC1=CS(=O)(=O)CC1Sc1nc(C)n[nH]1 (stereo not drawn),nt,0,-6,-1,1.7,-5,13
C[C@@H]1CN([C@H](C)CO)C(=O)c2cc(NC(=O)Nc3ccc(C(F)(F)F)cc3)ccc2O[C@@H]1CN(C)C(=O)NC1CCCCC1,-5[16.7 µM],1,52,-18,1.9,-1,-21
CNC(=O)C[C@H]1CC[C@H]2[C@H](COc3ccc(NC(=O)c4ccc(F)cc4)cc3C(=O)N2C)O1,-6[16.7 µM],5,-10,nt,2.6,3,3
Cc1cc(F)ccc1C(O)c1ncc(-c2ccc(Cl)cc2)[nH]1 (stereo not drawn),-2,5,0,-7,1.7,-1,-10
CCC(C)NC(=O)C1CC(c2cccc(OC)c2)=NO1 (stereo not drawn),-2,nt,nt,0,nt,nt,5
CCc1nnc(NC(=O)CN2CC(C)OC(C)C2)s1 (stereo not drawn),-1,6,10,2,1.8,8,-3
COc1cccc(C(c2nnnn2Cc2ccco2)N2CCN(Cc3ccccc3)CC2)c1OC (stereo not drawn),9,-3,21,3,0.1,11,-2
O=C(Nc1cc(Sc2ccccn2)cc([N+](=O)[O-])c1)c1cccc(Cl)c1,-2,3,-1,-3,nt,20,-7
CCCc1[nH]nc2c1C1(CCOC1C)C(C#N)=C(N)O2 (stereo not drawn),0,nt,-7,-17,nt,nt,nt
CCc1nc2ccccc2c(C(=O)OCC(=O)NC2CCCC2)c1C,-14,1,8,10,-6.0,0,16

# Entries shown so far that have a cyano group:
SMILES,miR122 inh,DENV2 CPE rescue,PAX8 reporter,FN deposition inh,F508del corr,EWS-Fli inh,GSIS activator
CC1CCCCC1NC(=O)/C(C#N)=C/c1ccc(OCC(N)=O)cc1 (stereo not drawn),-5,nt,-4,1,-0.8,-1,1
CC(C)CC1C(C#N)=C(N)Oc2n[nH]c(-c3cccs3)c21 (stereo not drawn),-4,nt,-6,7,nt,nt,nt
CCCc1[nH]nc2c1C1(CCOC1C)C(C#N)=C(N)O2 (stereo not drawn),0,nt,-7,-17,nt,nt,nt
